NALP3 yeast inh: NALP3 inhibition in yeast; actives 0.39% (n = 330,000); inhibition, % at 10 µM; AID 2825; Yeast reconstituted NLRP3/ASC/caspase-1, beta-gal luminescence, 24 h;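 active = inhibition of 50% or more; inactive = inhibition below 50%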;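 note: plate controls were induced DMSO wells for no effect and uninduced yeast grown without galactose for full effect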
hIAP block: blocks human intestinal alkaline phosphatase | P09923 | purified IAP, CDP-Star luminescence, 30 min | inhibition, % at 10 µM | actives 0.12% (n = 330,000);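 active = inhibition reaching a set limit with compound at 10 µM in the primary screen, cut at about 35% in these data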;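 note: plate controls were DMSO wells with enzyme for no effect and no-enzyme buffer wells for full effect; values of inactives mirror those of a sister screen read the other way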
Apaf-1 inh: human Apaf-1 inhibition; O14727; reconstituted apoptosome caspase-3 activity, DEVD-Rh110 fluorescence; inhibition, % at 20 µM; actives 0.71% (n = 330,000); AID 489030; active = inhibition of at least 40% at 20 µM;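 note: plate controls were DMSO wells for no effect and DEVD-CHO caspase inhibitor wells for full effect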
Target sequence (O14727 whole entry, looked up): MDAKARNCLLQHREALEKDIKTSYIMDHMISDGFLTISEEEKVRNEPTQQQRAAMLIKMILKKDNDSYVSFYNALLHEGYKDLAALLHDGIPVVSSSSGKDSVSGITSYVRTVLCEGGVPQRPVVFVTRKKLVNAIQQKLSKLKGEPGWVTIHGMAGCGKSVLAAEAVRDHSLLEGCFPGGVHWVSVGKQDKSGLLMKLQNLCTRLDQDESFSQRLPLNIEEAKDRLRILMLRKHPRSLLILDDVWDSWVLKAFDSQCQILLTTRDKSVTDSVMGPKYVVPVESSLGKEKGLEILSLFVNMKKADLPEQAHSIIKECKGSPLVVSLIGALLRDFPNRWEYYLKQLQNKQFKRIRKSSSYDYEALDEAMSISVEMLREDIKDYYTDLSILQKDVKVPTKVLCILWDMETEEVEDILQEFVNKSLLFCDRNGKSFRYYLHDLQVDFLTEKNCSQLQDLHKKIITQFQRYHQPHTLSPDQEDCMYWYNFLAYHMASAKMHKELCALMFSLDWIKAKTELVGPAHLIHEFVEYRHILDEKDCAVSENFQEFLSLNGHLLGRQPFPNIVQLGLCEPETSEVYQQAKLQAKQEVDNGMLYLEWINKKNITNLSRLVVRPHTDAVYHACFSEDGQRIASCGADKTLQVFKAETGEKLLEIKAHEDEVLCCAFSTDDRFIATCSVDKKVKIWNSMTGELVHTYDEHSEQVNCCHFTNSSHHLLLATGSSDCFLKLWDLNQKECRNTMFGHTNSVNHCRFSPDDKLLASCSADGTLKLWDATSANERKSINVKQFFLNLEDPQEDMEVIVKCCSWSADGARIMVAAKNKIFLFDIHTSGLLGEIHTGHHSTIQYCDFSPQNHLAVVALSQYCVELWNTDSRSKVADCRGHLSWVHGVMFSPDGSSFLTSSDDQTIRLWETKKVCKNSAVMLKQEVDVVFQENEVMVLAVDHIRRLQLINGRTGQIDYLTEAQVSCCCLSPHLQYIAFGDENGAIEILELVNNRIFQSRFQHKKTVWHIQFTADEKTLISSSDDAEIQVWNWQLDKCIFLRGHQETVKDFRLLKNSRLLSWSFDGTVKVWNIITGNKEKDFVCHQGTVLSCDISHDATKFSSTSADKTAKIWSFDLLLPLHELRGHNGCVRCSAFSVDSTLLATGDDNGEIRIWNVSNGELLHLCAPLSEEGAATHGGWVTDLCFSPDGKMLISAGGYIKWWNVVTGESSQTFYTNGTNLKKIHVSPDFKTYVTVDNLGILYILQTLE
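Assay system: Apoptosome proteins | Medium: pH 7.5 Hepes buffer with CHAPS, BSA, DTT | Also added: Cytochrome c and DEVD-Rh110 substrate | Times: 30 min plus 50 min, RT | Detection: Rhodamine 110 fluorescence at Ex 480/Em 540 nm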
mIAP act: mouse IAP activation. muIAP, CDP-Star luminescence, 30 min; stronger effect = higher value; 1 = vehicle-only enzyme signal, 0 = enzyme-free wells. activation factor at 10 µM. actives 0.24% (n = 330,000). AID 2805;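 active = activation factor of at least 2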; note: the source names both 10 and 20 µM as test concentration; values of inactives mirror those of a sister screen read the other way
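Assay system: mouse IAP enzyme; Reagent: CDP-Star chemiluminescent phosphatase substrate; Compound: DMSO-dissolved test compounds; Incubation: 30 min, room temperature; Technique: luminescence from enzymatic CDP-Star hydrolysis; Controls: DMSO-only wells and no-enzyme negative control.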
TIM10 inh: growth inhibitors of TIM10 yeast strain; S. cerevisiae TIM10 strain growth, BacTiter-Glo luminescence, 24 h; actives 1.4% (n = 330,000); inhibition, % at 10 µM;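 active = inhibition of 40% or more at the single tested concentration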;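 note: wild-type TIM10 isogenic control strain grown at permissive 25 °C; 0% = DMSO yeast wells and 100% = minimal medium wells without yeast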
tim10-1 inh: growth inhibitors of tim10-1 mutant yeast; inhibition, % at 20 µM; S. cerevisiae tim10-1 ts strain growth, BacTiter-Glo, 24 h; actives 2.2% (n = 330,000);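 active = inhibition of at least 40%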;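 note: mutant grown at 25 °C; 0% = DMSO wells with yeast and 100% = wells holding no yeast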
hIAP activ: increases human intestinal alkaline phosphatase activity; P09923; purified human IAP, CDP-Star luminescence, 30 min; stronger effect = higher value; 1 = vehicle-only enzyme, 0 = enzyme-free background; activation factor at 10 µM; actives 0.16% (n = 330,000); AID 2524;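 active = activation factor of the enzyme at least 2-fold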; note: the source names both 10 and 20 µM as test concentration; values of inactives mirror those of a sister screen read the other way
ATG4B inh: ATG4B (human) cysteine protease inhibition; actives 0.51% (n = 340,000); Q9Y4P1; ATG4B cleavage of LC3-PLA2, NBD-HPC fluorescence, 1 h; inhibition, % at 8.33 µM; AID 504462; in the data active = inhibition above about 40%
mIAP block: mouse IAP inhibition; purified mouse IAP, CDP-Star luminescence, 30 min; inhibition, % at 10 µM; actives 0.2% (n = 330,000);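 active = inhibition of at least 40% at 10 µM in the primary screen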;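 note: plate controls were DMSO with enzyme for no effect and no enzyme wells for full effect; values of inactives mirror those of a sister screen read the other way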
Numbers without * were called inactive; · = no result given.

The line under a structure holds: NALP3 yeast inh | hIAP block | Apaf-1 inh | mIAP act | TIM10 inh | tim10-1 inh | hIAP activ | ATG4B inh | mIAP block
- CCOC1=C/C(=C/c2c(N)n3nc(S(=O)(=O)CC)sc3nc2=O)C=CC1=O
 : -11 | 37* | -2 | 0.61 | 17 | 11 | 0.63 | -3 | 39
- C=CCn1c(-c2ccc(OC)c(OC)c2)n[nH]c1=S
 : 5 | 6 | -8 | 0.98 | -13 | -2 | 0.94 | -3 | 2
- COc1ccc(OC)c(C2CC(=O)C(C)C(c3cc(OC)ccc3OC)N2)c1 (stereo not given)
 : 11 | 11 | 2 | 0.91 | -1 | 5 | 0.89 | -2 | 9
- OCCC1CN(Cc2ccn[nH]2)CCN1Cc1ccc(F)c(F)c1 (stereo not given)
 : 0 | -9 | -28 | 0.93 | -3 | 20 | 1.1 | 10 | 7
- FC(F)(F)c1cc(CCN2C(=S)NC[C@@H]2CC2CCCCC2)cc(C(F)(F)F)c1
 : 26 | 0 | 27 | 1.1 | 19 | 28 | 1 | -4 | -9
- O=C(COc1ccc2ccccc2c1)Nc1cccc2c1C(=O)NC2=O
 : 4 | -20 | -15 | 0.9 | -11 | 12 | 1.2 | · | 10
- COCCN(C(=O)CC1CCCC1)c1c(N)n(CC(C)C)c(=O)[nH]c1=O
 : 5 | 2 | -5 | 1 | 5 | -10 | 0.98 | -2 | -4
- O=C(CCSc1ccc(Cl)cc1)NCc1ccncc1
 : 10 | -8 | -16 | 0.95 | 1 | 2 | 1.1 | -6 | 5
- Cc1csc2c(NCCCN3CCOCC3)ncnc12
 : 14 | -10 | -3 | 1 | -6 | -28 | 1.1 | 8 | -2
- CCCN=C1N(C)C[C@@H]2[C@@H]3C(=O)N(C)C(=O)[C@@H]3[C@](CC)(C(=O)OC)N12
 : · | · | 3 | 0.9 | -4 | 12 | · | 5 | 10
- Cc1ccc(NC(=O)c2ccc(Cl)nc2)cc1S(=O)(=O)N1CCOCC1
 : 9 | -18 | 1 | 0.99 | 0 | 1 | 1.2 | -11 | 1
- COc1ccc(S(=O)(=O)N2CCN(C(=O)C3CCC3)CC2)cc1
 : 14 | -8 | 0 | 0.96 | 18 | 4 | 1.1 | 3 | 4
- CCOC(=O)C(Oc1ccc2c(-c3ccccc3)cc(=O)oc2c1)c1ccccc1 (stereo not given)
 : 24 | 8 | 13 | 0.92 | 7 | 14 | 0.92 | 18 | 8
- NS(=O)(=O)c1cccc(NC(=O)COC(=O)CN2C(=O)c3ccccc3C2=O)c1
 : 10 | 4 | -10 | 1.1 | 11 | 0 | 0.96 | -3 | -10
- CCC(=O)c1ccc(OCC(=O)OCC(=O)Nc2ccc3c(c2)OCCO3)cc1
 : 20 | 1 | 1 | 0.99 | 0 | -3 | 0.99 | -15 | 1
- COc1ccccc1NC(=O)c1ccc2nsnc2c1
 : 29 | 7 | 7 | 0.94 | 16 | -6 | 0.93 | -12 | 6
- O=C(Cc1ccc(Cl)cc1)Nc1ccc(N2CCN(C(=O)c3ccco3)CC2)cc1
 : 16 | -10 | -10 | 1 | 8 | 2 | 1.1 | -6 | 0
- NCCc1c(C(=O)O)[nH]c2ccc([N+](=O)[O-])cc12
 : 6 | 11 | -16 | 0.93 | -6 | -10 | 0.89 | 1 | 7
- COC(=O)C1CCN(C(=O)c2ccc3oc(Cc4ccc(Cl)cc4)nc3c2)CC1
 : 20 | -13 | 11 | 0.98 | 14 | 14 | 1.1 | 14 | 2
- Cc1cc(C(=O)COC(=O)c2ccc(F)cc2F)c(C)n1C1CC1
 : 22 | -1 | -7 | 0.95 | -16 | -3 | 1 | -7 | 5

An excerpt from above in order of the mIAP act value, highest first:
Structure | NALP3 yeast inh | hIAP block | mIAP act | hIAP activ | ATG4B inh | mIAP block
NS(=O)(=O)c1cccc(NC(=O)COC(=O)CN2C(=O)c3ccccc3C2=O)c1 | 10 | 4 | 1.1 | 0.96 | -3 | -10
COCCN(C(=O)CC1CCCC1)c1c(N)n(CC(C)C)c(=O)[nH]c1=O | 5 | 2 | 1 | 0.98 | -2 | -4
COC(=O)C1CCN(C(=O)c2ccc3oc(Cc4ccc(Cl)cc4)nc3c2)CC1 | 20 | -13 | 0.98 | 1.1 | 14 | 2
COc1ccc(S(=O)(=O)N2CCN(C(=O)C3CCC3)CC2)cc1 | 14 | -8 | 0.96 | 1.1 | 3 | 4
Cc1cc(C(=O)COC(=O)c2ccc(F)cc2F)c(C)n1C1CC1 | 22 | -1 | 0.95 | 1 | -7 | 5
COc1ccc(OC)c(C2CC(=O)C(C)C(c3cc(OC)ccc3OC)N2)c1 (stereo not given) | 11 | 11 | 0.91 | 0.89 | -2 | 9
CCOC1=C/C(=C/c2c(N)n3nc(S(=O)(=O)CC)sc3nc2=O)C=CC1=O | -11 | 37* | 0.61 | 0.63 | -3 | 39

(list continues)
The line under a structure holds: NALP3 yeast inh | hIAP block | Apaf-1 inh | mIAP act | TIM10 inh | tim10-1 inh | hIAP activ | ATG4B inh | mIAP block
- Cc1cc(C)cc(Nc2nc3c([nH]2)c(=O)n(C)c(=O)n3C)c1
 : 5 | 12 | -11 | 0.98 | 1 | 4 | 0.88 | -6 | 2
- Cc1cc(=O)oc2c3c(cc(OCC(=O)NCc4cccnc4)c12)OC(C)(C)CC3
 : 13 | 9 | 10 | 0.96 | 3 | 5 | 0.91 | -17 | 4
- CCCCC(CC)CNC(=O)c1[nH]c(C)c(C(C)=O)c1C (stereo not given)
 : 23 | 6 | 7 | 1.3 | 5 | 23 | 0.94 | -2 | -27
- COc1cc(OC)cc(C(=O)N[C@H](C(=O)OCn2nnc3ccccc3c2=O)C(C)C)c1
 : 7 | -3 | -13 | 1 | 22 | 29 | 1 | -10 | -3
- COc1cc(C(=O)NCCNc2nc3ccc(C)cc3cc2C#N)cc(OC)c1OC
 : 9 | -50 | 5 | 0.93 | 2 | 18 | 1.5 | -8 | 7
- CCOC(=O)c1nn(-c2ccc(F)cc2)c(=O)c2c(N)scc12
 : 8 | 5 | 29 | 0.81 | 10 | 12 | 0.95 | -4 | 19
- [O-][N+]1=C(c2cccs2)CN(O)C1
 : 16 | -4 | -20 | 0.66 | -16 | 4 | 1 | -10 | 34
- COc1ccc(S(=O)(=O)N2CCOCC2)cc1NC(=O)c1ccc(OCC(C)C)c(OC)c1
 : 18 | 14 | 13 | 0.95 | 11 | 7 | 0.86 | -1 | 5
- O=C(NCc1ccccc1)N1CCC(n2cnc3cc(F)ccc32)CC1
 : 19 | 9 | -1 | 1 | -2 | 5 | 0.91 | -12 | -2
- C/C(=N\NC(=O)c1ccc(-c2ccccc2)cc1)c1ccco1
 : 18 | -37 | 20 | 0.94 | -4 | 0 | 1.4 | -1 | 6
- CC(C)c1ccccc1-n1c(SCC(=O)c2ccc3c(c2)NC(=O)CO3)nc2ccccc2c1=O
 : -11 | 9 | 1 | 0.99 | 25 | 24 | 0.91 | -29 | 1
- CC(C)CCCCCCNC(=S)Nc1ccc(S(=O)(=O)N2CCOCC2)cc1
 : 11 | 6 | 5 | 2.2* | 16 | 14 | 0.94 | 1 | -125
- O=C(O)[C@H](Cc1ccccc1)NC(=O)N1CCN(c2cccc(C(F)(F)F)c2)CC1
 : 17 | 4 | 1 | 1.1 | 2 | 6 | 0.96 | 3 | -6
- Cc1ccnc(NC(=S)NC(=O)/C=C/c2ccc(Cl)cc2)c1
 : -3 | 7 | 1 | 1 | -1 | 0 | 0.93 | 5 | -2
- O=C(COc1ccc2c(c1)OCO2)Nc1nnc(Cc2ccccc2)s1
 : -2 | 18 | 2 | 0.91 | 3 | -26 | 0.82 | 2 | 10
- CCCn1c2ccccc2c2cnn(CC(=O)NCCCN3CCCC(C)C3)c(=O)c21 (stereo not given)
 : 8 | -10 | -5 | 0.91 | -1 | 13 | 1.1 | 1 | 10
- O=C(NC1CCCN(Cc2ccc(Cl)cc2)C1)C1CCC1 (stereo not given)
 : 19 | 23 | 7 | 1 | -2 | 2 | 0.77 | 6 | -3
- CCCCOc1ccc(C(NC(=O)OCC)NC(=O)OCC)cc1
 : 14 | -13 | 4 | 1 | -6 | -8 | 1.1 | 7 | -4
- COc1ccc(-c2cc(C(F)(F)F)nc(SCC(=O)NCc3cccs3)n2)cc1
 : 22 | -1 | -13 | 0.98 | 4 | 11 | 1 | -8 | 2
- CC(=O)NN1C(=O)c2ccccc2NC1c1ccccc1 (stereo not given)
 : -6 | 11 | -1 | 1 | -12 | 3 | 0.89 | 3 | 0

Arranged by number of heavy atoms (falling): 4 of the compounds above
The line under a structure holds: NALP3 yeast inh | hIAP block | Apaf-1 inh | mIAP act | TIM10 inh | tim10-1 inh | hIAP activ | ATG4B inh | mIAP block
- CC(C)c1ccccc1-n1c(SCC(=O)c2ccc3c(c2)NC(=O)CO3)nc2ccccc2c1=O
 : -11 | 9 | 1 | 0.99 | 25 | 24 | 0.91 | -29 | 1
- COc1ccc(S(=O)(=O)N2CCOCC2)cc1NC(=O)c1ccc(OCC(C)C)c(OC)c1
 : 18 | 14 | 13 | 0.95 | 11 | 7 | 0.86 | -1 | 5
- COc1ccc(-c2cc(C(F)(F)F)nc(SCC(=O)NCc3cccs3)n2)cc1
 : 22 | -1 | -13 | 0.98 | 4 | 11 | 1 | -8 | 2
- O=C(NCc1ccccc1)N1CCC(n2cnc3cc(F)ccc32)CC1
 : 19 | 9 | -1 | 1 | -2 | 5 | 0.91 | -12 | -2

Next section:
The line under a structure holds: NALP3 yeast inh | hIAP block | Apaf-1 inh | mIAP act | TIM10 inh | tim10-1 inh | hIAP activ | ATG4B inh | mIAP block
- COc1ccc(C)cc1NC(=S)NNC(=O)c1c(Br)cnn1C
 : 9 | -60 | 3 | 0.87 | 23 | 10 | 1.6 | -2 | 13
- Cc1c(CCOC(=O)c2ccc(Cl)cc2Cl)sc[n+]1CC(=O)c1ccccc1
 : 14 | -8 | 56* | 0.63 | 10 | -3 | 1.1 | 3 | 37
- CC(NS(=O)(=O)c1ccc(Cl)cc1)C(=O)OCC(=O)c1ccc[nH]1 (stereo not given)
 : 8 | -2 | 6 | 1.1 | 7 | 18 | 1 | -29 | -12
- COc1cccc2cc(C(=O)C3=C(O)C(=O)N(CCN4CCOCC4)C3c3ccc(Cl)cc3)oc12 (stereo not given)
 : 3 | -6 | 11 | 1.1 | -3 | 4 | 1.1 | 1 | -6
- N#Cc1cccc(NC(=O)CSc2nnc(C3CC3)n2C2CC2)c1
 : 7 | 8 | -9 | 0.98 | -4 | -7 | 0.92 | -5 | 2
- COCCN1C(=O)c2ccc(C(=O)NCc3ccco3)cc2C1=O
 : 15 | 2 | 0 | 0.93 | 0 | 2 | 0.97 | 2 | 7
- COc1cccc(/C=N/NC(=O)c2csc(-n3nc(C)cc3C(F)(F)F)n2)c1
 : 16 | -27 | 27 | 0.92 | 23 | 35 | 1.3 | -8 | 8
- O=C(CN1CC[n+]2c(-c3ccccc3)csc21)c1ccc(Br)cc1
 : 18 | 12 | -2 | 0.93 | 15 | 14 | 0.88 | 0 | 7
- Cc1ccc(NC(=O)C2=COCCO2)cc1S(=O)(=O)N1CCOCC1
 : 18 | -4 | -6 | 0.92 | 5 | 3 | 1 | -9 | 8
- CCn1c(SCC(=O)N2CCN(c3ccccc3)CC2)nc2c([nH]c3ccccc32)c1=O
 : 19 | 10 | -4 | 0.95 | -15 | -16 | 0.91 | -8 | 5
- COc1ccc(C(C2C(=O)CC(C)(C)CC2=O)C2C(=O)CC(C)(C)CC2=O)cc1
 : -5 | 4 | -8 | 0.99 | -9 | 4 | 0.95 | -9 | 1
- COc1ccc(-c2nc3ccccc3c(=O)n2O)cc1
 : 48 | 4 | 7 | 1 | 31 | 40 | 0.96 | -6 | 0
